ADAM10 inh: inhibitors of human ADAM10 | recombinant ADAM10, EDANS/DABCYL FRET peptide cleavage, 3 h | inhibition, % at 7 µM | 0.62% of 370,000 active;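 active = inhibition above a per-campaign cutoff equal to the mean of compounds falling between control-based bounds plus 3 SD, cut at about 20% in these data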;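 also: 0% = DMSO wells while the 100% control is not disclosed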
HGIII-sPLA2 inh: Inhibits HGIII-sPLA2 liposome hydrolysis, primary screen; Q9NZ20; QFRET BODIPY PC-A2 liposome hydrolysis, fluorescence; inhibition, % at 12.2 µM; 0.56% of 370,000 active;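 active = inhibition above mean plus 3 SD of compounds lying within the high and low control bounds, cut at about 19% in these data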;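 also: 0% = median of test compound wells and 100% = no enzyme DMSO wells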
Target sequence (Q9NZ20 whole entry, looked up): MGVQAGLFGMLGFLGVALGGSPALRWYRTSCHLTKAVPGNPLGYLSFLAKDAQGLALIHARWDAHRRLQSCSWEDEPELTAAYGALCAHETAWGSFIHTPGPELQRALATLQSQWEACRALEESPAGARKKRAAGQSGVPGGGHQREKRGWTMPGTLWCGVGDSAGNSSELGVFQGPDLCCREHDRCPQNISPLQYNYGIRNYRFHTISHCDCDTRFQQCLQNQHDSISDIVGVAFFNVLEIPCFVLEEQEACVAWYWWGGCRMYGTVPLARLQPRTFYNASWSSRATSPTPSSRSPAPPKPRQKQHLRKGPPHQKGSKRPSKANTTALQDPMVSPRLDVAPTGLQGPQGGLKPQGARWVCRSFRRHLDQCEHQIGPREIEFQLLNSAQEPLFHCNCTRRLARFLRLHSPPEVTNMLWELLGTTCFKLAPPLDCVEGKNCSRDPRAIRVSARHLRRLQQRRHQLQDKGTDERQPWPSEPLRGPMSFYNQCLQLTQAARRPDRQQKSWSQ
ssDAF-12 act: activators of S. stercoralis DAF-12 nuclear receptor. 1% of 370,000 active. HEK293 ssDAF-12/GRIP1 lit1-tk-luc reporter, luminescence; % of 3 µM dafachronic acid response. activation, % at 6.8 µM;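 active = activation above the mean over all tested compounds plus 3 SD, cut at about 0.9% in these data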;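 also: 0% = DMSO-only wells and 100% = 3 µM delta7-dafachronic acid wells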
FXN GAA850 act: activators of GAA850 frataxin (FXN) promoter. AID 540364. activation, % at 6 µM. HEK293 lucGAA850 FXN promoter luciferase reporter, 24 h; percent of 10 µM SAHA response. 0.56% of 360,000 active;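 active = activation above the average of all compounds screened plus 3 SD, cutoff fixed separately per campaign, cut at about 7.5% in these data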;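 also: 0% = DMSO wells and 100% = 10 µM SAHA wells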
PLCg1 inh: blocks human PLC-gamma1 enzyme activity. 0.84% of 370,000 active. AID 720700. P19174. inhibition, % at 12.2 µM. purified PLC-gamma1, fluorogenic substrate, fluorescence; in the data active = inhibition above about 9.5%
hcDAF12 agonist: H. contortus DAF-12 activation, primary screen; HEK293 hcDAF-12 lit1-tk-luc reporter, luminescence; 0% DMSO, 100% Δ7-dafachronic acid; activation, % at 6.8 µM; 1.4% of 370,000 active;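 active = activation above the mean of all tested compounds plus 3 SD, cut at about 5.5% in these data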;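 also: 100% = response to 3 µM Δ7-dafachronic acid high control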
DAX1 inh-1: DAX1 (NR0B1) inhibition, primary screen; HEK293T StAR-luciferase reporter, SF-1/DAX-1 repression relief; inhibition, % at 6.8 µM; 1.1% of 370,000 active; AID 652010;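 active = inhibition above the mean over all tested compounds plus 3 SD, cut at about 3.6% in these data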;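 also: 0% = DAX-1 cells with DMSO and 100% = cells lacking DAX-1 with DMSO; higher inhibition means more luminescence from relief of DAX-1 repression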
hgDAF12 agonist: activates the H. glycines DAF-12 receptor ligand-binding domain; HEK293 GAL4-hgDAF12 UAS-luciferase reporter, agonist luminescence; normalized to butyrate control; activation, % at 6.8 µM; 1.8% of 370,000 active; AID 687014;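 active = activation above a cutoff set at the mean of all screened compounds plus 3 SD, cut at about 10% in these data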;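 also: 0% = DMSO wells and 100% = sodium butyrate wells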
DAX1 inh-2: inhibits human nuclear receptor DAX1. P51843. HEK293 Gal4-DAX1 luciferase reporter, luminescence. inhibition, % at 6.75 µM. 0.99% of 340,000 active. AID 504766;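 active = inhibition above the mean over all tested compounds plus 3 SD, cut at about 4.2% in these data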;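 also: 0% = DAX1-transfected cells with DMSO and 100% = empty-vector control cells with DMSO; inhibition shows as a rise in luminescence from relieved DAX1 repression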
ADAM17 inh: ADAM17 inhibition, QFRET primary screen | 0.83% of 370,000 active | inhibition, % at 6.95 µM | recombinant ADAM17, EDANS/DABCYL FRET peptide cleavage;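 active = inhibition above the mean of compounds lying between control limits plus 3 SD, set per campaign, cut at about 8.5% in these data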;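 also: 0% = DMSO-only wells as the low control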
Target sequence (P78536 215-824 limits assumed): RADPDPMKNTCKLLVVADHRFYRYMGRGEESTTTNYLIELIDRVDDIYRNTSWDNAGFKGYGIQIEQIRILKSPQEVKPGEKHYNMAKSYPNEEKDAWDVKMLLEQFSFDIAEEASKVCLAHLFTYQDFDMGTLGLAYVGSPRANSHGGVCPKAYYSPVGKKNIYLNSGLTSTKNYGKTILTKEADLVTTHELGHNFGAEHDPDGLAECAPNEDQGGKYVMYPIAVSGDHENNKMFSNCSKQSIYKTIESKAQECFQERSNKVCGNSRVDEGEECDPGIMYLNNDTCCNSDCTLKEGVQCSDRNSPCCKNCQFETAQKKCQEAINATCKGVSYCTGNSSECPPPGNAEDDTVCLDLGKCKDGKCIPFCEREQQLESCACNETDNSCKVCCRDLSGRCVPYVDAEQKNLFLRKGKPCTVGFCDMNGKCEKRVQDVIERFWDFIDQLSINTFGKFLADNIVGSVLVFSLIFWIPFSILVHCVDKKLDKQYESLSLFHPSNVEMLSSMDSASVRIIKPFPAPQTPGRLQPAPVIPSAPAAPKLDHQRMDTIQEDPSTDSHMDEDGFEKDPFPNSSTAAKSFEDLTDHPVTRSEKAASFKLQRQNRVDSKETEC
PLCb3 inh: PLC-beta3 (human) inhibition, primary screen; 0.18% of 370,000 active; Q01970; AID 720704; inhibition, % at 12.2 µM; Purified PLC-beta3, fluorogenic substrate, fluorescence; in the data active = inhibition above about 11%;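 also: 0% = median of compound wells on plate and 100% = full blocker control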
* hit, by the source's call; i = inactive; . = not tested or not shown.

Values run as follows: ADAM10 inh, HGIII-sPLA2 inh, ssDAF-12 act, FXN GAA850 act, PLCg1 inh, hcDAF12 agonist, DAX1 inh-1, hgDAF12 agonist, DAX1 inh-2, ADAM17 inh, PLCb3 inh
COc1ccc(CC(=O)N/N=C(\C)c2cccc(NC(=O)C3CC3)c2)cc1
    -1, 1, -1.1, 1.1, -5, -0.6, -0.4, -2.2, 0.4, -3, -12
Fc1ccccc1NC(=S)N1CCC(c2ccccc2)C1 (centres undefined)
    3, 1, 0.0, 4.2, 1, 1.8, 1.3, 3.1, 0.4, -1, -3
O=C(CN1CCN(c2nc(-c3ccccc3)cs2)CC1)NNC(=O)c1ccco1
    4, -7, -1.8, -1.7, 0, -0.1, -1.5, -1.6, 0.2, -4, -5
O=C(/N=C1/c2ccccc2CN1c1ccccc1)Nc1ccccc1
    -11, 0, -1.7, 2.2, -14, -1.1, -0.5, -1.7, 0.0, -4, -9
COc1ccc2c(CC#N)c[nH]c2c1
    10, -2, -1.4, -0.9, 0, -0.2, 0.5, 0.0, 0.8, 1, 0
CCCOc1ccc(N2C(=O)CC(SCc3nc4ccccc4[nH]3)C2=O)cc1 (centres undefined)
    -22, -13, -0.5, 3.5, -14, 2.5, 0.7, 5.5, -1.6, -6, -15
CO[C@H]1CN(C)C(=O)c2ccc(NC(=O)c3ccc4c(c3)OCO4)cc2OC[C@H](C)N(CC2CC2)C[C@@H]1C
    1, 0, -0.6, ., 2, 0.1, 1.4, -0.9, ., 0, 5
O=C(NCC1CCCO1)/C(=C/c1ccccc1)NC(=O)c1ccccc1 (centres undefined)
    -11, 8, -0.9, 1.6, -6, 0.1, -0.5, 3.6, -1.7, -5, 0
Cc1ccc(NC(=O)CN(C)C(=O)CSc2ccccc2F)cc1
    -9, -8, 0.2, -1.1, 1, 1.1, 0.1, 0.7, 0.8, 2, 0
CCCC(C)c1nnc(NC(=O)COc2ccc3c(c2)OCO3)s1 (centres undefined)
    -1, 13, -0.7, 2.7, 0, -0.1, -0.1, 0.3, -1.6, -2, -8
COc1ccc(-n2c(SCC(=O)NNC(=O)c3ccccc3C)nnc2-c2ccncc2)cc1
    4, 1, -0.7, 0.4, -1, -1.1, -0.3, -0.1, 1.3, -4, -3
Nc1nc2nc(-c3ccc(F)cc3)cc(C(F)(F)F)n2n1
    i, 1, -1.7, 0.8, -164, -0.6, 0.7, 2.8, 0.0, -213, -255
COc1cccc(CNC(=O)CCC2CCCN(C(=O)c3cc(C4CC4)[nH]n3)C2)c1 (centres undefined)
    7, 3, -1.5, 3.2, -2, -0.8, -0.6, -0.9, 0.5, 1, 3
COc1ccc(-c2cc(CCCC(=O)N3CCN(c4ccc(OC)cc4)CC3)no2)cc1
    -2, -1, -1.6, -2.4, -2, -1.2, -3.1, -5.4, -0.4, -3, -2
Cc1cc(Nc2ccc(C)c(Br)c2)n2nc(C)nc2n1
    -8, -6, -3.5, 0.4, -1, -0.9, -0.3, -0.1, 4.4*, -2, 1
O=C(Nn1cnnc1)C(c1ccccc1)c1ccccc1
    13, 5, -1.3, -0.8, 4, -1.5, -0.7, -1.0, 0.6, -1, 4
Cc1ccc(-c2nc(Nc3ccccc3)n[nH]2)cc1
    15, -23, 1.4*, 7.7*, -3, 12*, 6.2*, 14*, 2.4, -1, 2
COc1ccc(-n2c(-c3ccccc3)nc(=S)c3c2CCCC3)cc1
    10, 3, -1.2, -1.8, -5, 0.0, 0.5, 0.1, 0.3, 2, -5
C=CCOc1ccc(CNc2nccs2)cc1OC
    0, 0, -1.4, -0.2, 1, 3.8, 0.0, -0.5, -0.6, -7, 3
O=C(N[C@@H](Cc1ccccc1)C(=O)NCc1ccc(F)cc1)C1CCNCC1
    2, -5, -1.5, 1.2, -2, -0.2, -0.2, -1.1, 0.4, -2, 0
CCS(=O)c1ccccc1C(=O)OCC(=O)Nc1ccc2ccccc2c1 (centres undefined)
    -6, -13, -1.4, 0.6, -2, -2.4, -1.4, -2.9, -0.8, -2, -9
O=C1c2ccccc2C(=O)N1c1ccccc1
    -13, 8, -1.6, -1.9, 1, -2.1, 0.0, 0.8, 5.2*, -5, 3
CCCCNC(=O)CCC(=O)NNc1nc2ccccc2c2nc(C)nn12
    2, 2, -1.2, -0.2, 4, -1.1, 0.7, 0.4, -0.7, 1, 3
CC(NC(=O)Cc1ccccc1F)c1ccc(F)cc1 (centres undefined)
    3, -3, 0.1, 1.3, -2, -2.2, 0.6, -1.2, 4.8*, 0, 1
COc1cccc(CNCC(=O)Nc2ccc(N3CCOCC3)cc2)c1
    -2, 2, -1.2, 1.2, 3, 0.2, 0.0, 0.6, -0.8, 0, 3
CCOC(=O)C1(C#N)Cc2ccccc2C1
    -9, 1, -0.7, -0.5, -2, -0.2, -1.0, -1.1, 0.5, -2, 0
CCOc1cc(/C=N/NC(=O)c2ccncc2)ccc1OS(C)(=O)=O
    1, 1, 0.2, 3.9, 3, -1.5, 0.3, 0.8, 1.8, -3, 3
COCCOC(=O)C1=C(C)NC(=O)NC1c1c(F)cccc1Cl (centres undefined)
    4, 8, -1.4, 2.4, 4, -0.8, 0.5, 2.2, -0.6, 1, 5
COC(=O)C1=C(C)N(c2ccc(Cl)cc2)/C(=C/c2cccs2)C1=O
    -6, -19, -1.2, 2.6, 1, 2.3, 0.8, -0.5, 0.5, -2, 4
CCN(CC)CCNC(=O)c1cc2c(-c3ccc(Cl)cc3)nn(C)c2s1
    i, 6, 0.2, -1.0, -128, 9.7*, 2.3, 2.8, 2.3, -184, -156
CC(OC(=O)C1=Cc2ccccc2OC1)C(=O)NCC1CCCO1 (centres undefined)
    8, -21, -1.7, 1.6, -21, -0.9, 0.9, 0.0, 0.2, 2, -32
CSc1nnc(-c2ccc(Cl)cc2Cl)o1
    -3, 1, -0.8, 2.2, 4, 0.3, 0.5, 2.9, 2.6, 0, 1
COc1cccc(CNC(=O)[C@H]2CCCN2C(=O)[C@H]2CCCN2C(=O)c2ccccc2C(F)(F)F)c1
    0, 3, -1.7, ., 0, -0.2, -0.3, -0.6, ., -4, 0
CCn1c(O)c(/C=N/NC(=O)c2ccncc2)c(=O)n(CC)c1=S
    -5, -14, -1.6, -0.5, -100, -0.7, -0.3, 0.5, 2.0, -2, -97
Cc1cc(C(=O)OCC(=O)N(C)c2ccccc2)c2ccccc2n1
    -35, 0, -1.6, -1.3, -5, -0.7, -0.1, -3.0, -0.3, -7, -6
O=C(CCC(=O)NCCO)NCCO
    1, 5, -1.6, 3.6, 1, -1.3, -0.5, -2.1, -1.3, -1, -2
CCOC(=O)CNC(=O)OC1CCN2Cc3ccccc3N=C12 (centres undefined)
    -4, -1, -1.2, 0.3, 0, 1.1, 0.1, 0.5, 0.5, 1, -1
O=C(CN1C(=O)c2cccc3cccc1c23)Nc1ccccc1C(=O)NCc1ccco1
    -63, -7, -1.2, 1.9, -451, -1.6, -0.7, -3.6, -0.9, -25, i
CC(C)COc1cccc(C(=O)Nc2cc(S(=O)(=O)N3CCOCC3)ccc2N2CCCC2)c1
    -6, 7, -1.7, 0.0, -7, -2.3, -0.6, -1.1, 0.3, 11*, -20
Cc1nnc2sc(-c3cccc4ccccc34)nn12
    -78, 0, -1.1, -2.4, -15, -0.9, 0.5, -1.0, 1.8, -30, -18
CCOc1cc(S(=O)(=O)NCCCN2CCOCC2)ccc1F
    5, 1, -0.7, 1.7, 6, -1.6, 0.3, -0.6, 0.2, -3, -4
CCC(OC(=O)c1cccs1)C(=O)NCc1ccco1 (centres undefined)
    -8, 3, -0.8, 0.3, 0, -0.5, 0.0, -0.6, 0.1, -2, -2
CSCCC(NS(=O)(=O)c1ccc(Cl)cc1)C(=O)OCc1cccc(Cl)c1 (centres undefined)
    10, -12, -1.1, -0.6, -3, -0.7, -0.5, -2.1, -0.1, 6, 0
O=C(C1CC(=O)N(c2ccc(F)cc2)C1)N1CCCCCC1 (centres undefined)
    -2, -3, -0.4, 1.3, 1, -1.3, -0.1, 0.8, 2.9, 3, -2
COCCSc1nnc(NC(=O)c2ccc(OC)c([N+](=O)[O-])c2)s1
    -10, 8, -1.1, 2.0, -3, -1.1, -0.1, -0.7, 2.5, -6, -6
CC1(C(=O)NS(=O)(=O)c2ccc(F)cc2F)CCN1C(=O)Cc1ccc(-c2ccccc2)cc1 (centres undefined)
    5, -29, -1.4, -0.3, 4, 0.1, 0.3, 2.0, ., 7, 2
CC1CCCC(NC(=O)COC(=O)c2ccc(Br)o2)C1C (centres undefined)
    -3, 11, -0.9, 0.7, 2, -1.2, 0.9, -2.6, -0.2, -3, -2
Cc1ccc(NC(=O)C(C)SCc2ccccc2)cc1 (centres undefined)
    6, -1, -0.6, 2.3, 2, -1.8, 0.1, 4.0, 0.6, -1, -4
OCCn1nc2c3ccccc3nc-2n(-c2ccccc2)c1=S
    -222, -8, -0.2, 3.6, -54, 0.6, 0.1, 0.2, 0.9, -83, -50
COC(=O)C1=C(C)N(Cc2ccc(Cl)cc2)C(=S)NC1c1ccc(F)cc1 (centres undefined)
    11, 2, -0.2, ., 1, -1.1, -1.0, -2.9, ., 0, -2

Other entries:
Values run as follows: ADAM10 inh, HGIII-sPLA2 inh, ssDAF-12 act, FXN GAA850 act, PLCg1 inh, hcDAF12 agonist, DAX1 inh-1, hgDAF12 agonist, DAX1 inh-2, ADAM17 inh, PLCb3 inh
O=C1c2ccccc2C(=O)N1CCCCSc1nc2ccccc2c(=O)n1CCCN1CCOCC1
    6, 4, -1.2, -1.4, -2, -2.2, -0.7, -0.4, -2.6, -3, -6
Cc1ccc(/C=N/NC(=O)c2cccc(S(=O)(=O)Nc3cccc(Cl)c3)c2)o1
    -16, -4, -0.6, 0.5, -4, -0.8, -0.4, 0.6, 0.9, -8, -9
NC1=NC(c2ccccc2Cl)n2c(nc3ccccc32)N1 (centres undefined)
    4, 0, -1.5, 1.2, -1, -1.3, -0.7, 0.8, 0.1, -3, -2
CCOC(=O)C1C(c2cccnc2)NC(=O)NC1(O)C(F)(F)F (centres undefined)
    13, 5, -0.5, 0.5, 1, 0.3, -0.4, 0.4, 2.2, -1, 4
CCOC(=O)Cc1nnc(NC(=O)CSc2nnc3c4ccccc4n(C(C)C)c3n2)s1
    -2, -34, -0.7, 2.1, -9, -0.6, -0.6, -2.4, -0.7, -5, -12
O=[N+]([O-])c1cccc(S(=O)(=O)NCCCn2ccnc2)c1
    -6, 4, 0.1, -0.1, 2, -1.3, 0.2, -1.1, 0.8, -2, 0
Cc1cc2ncn(/N=C/c3ccc(-c4ccccc4)o3)c2cc1C
    -2, -9, -1.1, -0.9, 3, 1.5, 0.8, 0.7, 0.5, -2, -4
Cc1cc(-c2nnc(-c3ccccc3)c(-c3ccccc3)n2)c(C)o1
    -2, -13, -1.3, 2.1, -14, -2.7, -1.2, 0.4, -0.2, -4, -18
O=C(COC(=O)CC1CCCC1)Nc1ccc(OC(F)F)cc1
    5, -1, -1.5, 0.4, 4, 0.3, -0.5, -4.7, 1.5, -1, -2
CCCCNc1c(-c2cccc(-c3cc(C(C)=O)cs3)c2)nc2cc(C)ccn12
    7, -14, -2.1, -2.0, 0, -2.6, -1.3, -4.3, -3.6, 4, -23
